# M. tuberculosis – growth inhibition of non-replicating M. tuberculosis (AID 488890); Mycobacterium tuberculosis non-replicating, growth inhibition; higher % means a stronger effect; one-dose inhibition, % at 25 µM; IC50 in µM for titrated hits; 0.39% of 320,000 active; in the data active = a potency from the dose series; inconclusive = inhibition mostly from about 82% at the one dose, without a potency; inactive = the rest, 99 in 100 with inhibition below about 76%;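 also: plate controls were DMSO cells for no effect and high antibiotic wells for full effect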
# PhoP GFP inhibition – Inhibition of PhoP regulon, Salmonella typhi GFP reporter cells, confirmation, 4 h (AID 1850) | Salmonella Typhi PhoP-promoter GFP reporter, fluorescence, 4 h; higher % means a stronger effect | inhibition, % at 50 µM; hits with a dose series show IC50 in µM | 0.33% of 310,000 active; in the data active = a potency from the dose series; inconclusive = inhibition mostly from about 25% at the one dose, without a potency; inactive = the rest, 99 in 100 with inhibition below about 19%;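 also: 0% = induced wells with vehicle and 100% = uninduced wells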
# H37Rv inhibition – M. tuberculosis growth inhibition, HTS (AID 449762). one-dose inhibition, % at 25 µM; IC50 in µM for titrated hits. M. tuberculosis H37Rv growth inhibition, 7H9 media; higher % means a stronger effect. 0.59% of 330,000 active; in the data active = a potency from the dose series; inconclusive = inhibition above about 70% without an active follow-up result;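 also: bacterial growth assessed after seven days of incubation; strong numbers were not always called active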
# inhibitors of VEEV – inhibitors of VEEV TC-83 cytopathic effect, confirmation, Vero cells (AID 588727); Vero cells, VEEV TC-83 cytopathic effect inhibition; higher % means a stronger effect; inhibition, % at 20 µM, or IC50 in µM where a hit was titrated; 0.13% of 350,000 active; in the data active = a potency from the dose series; inconclusive = inhibition mostly from about 14% at the one dose, without a potency; inactive = the rest, 99 in 100 with inhibition below about 12%; also: strong numbers were not always called active
# H1N1 NS1A inhibition – NS1A inhibition, H1N1 influenza, cell based functional assay (AID 504329); inhibition, % at 12.5 µM, or IC50 in µM where a hit was titrated; 0.3% of 340,000 active; NS1A functional cell-based assay, percent inhibition; higher % means a stronger effect; in the data active = a potency from the dose series; inconclusive = inhibition above about 27% without an active follow-up result; also: strong numbers were not always called active
# inhibitors of VEEV 10K pilot screen – recorded beside inhibitors of VEEV, whose call it bears; inhibition, %; measured here: 10K pilot screen inhibition
# The depositor's hits bear a star; i = inactive; u = inconclusive; x = no result given.
SMILES,M. tuberculosis,PhoP GFP inhibition,H37Rv inhibition,inhibitors of VEEV,H1N1 NS1A inhibition,others
COc1cc(C#N)ccc1OC(=O)c1cccc(S(=O)(=O)N2CCN(C)CC2)c1,5%,1%,9%,2.0%,6%,
COc1cc2cc[n+](Cc3ccc([N+](=O)[O-])cc3)cc2cc1OC,-6%,-5%,7%,i,-9%,
O=C(O)Cc1ccc(NC(=O)Nc2ccc(Br)cc2)cc1,-4%,-5%,0%,1.4%,0%,
COc1ccc(-c2noc3c2-c2nc(-c4ccc(Cl)cc4)sc2CC3)cc1,5%,0%,-4%,2.4%,-20%,
CC1CC(C)CN(CCCNC(=O)CN2C(=O)CSc3ccc(S(=O)(=O)N4CCOCC4)cc32)C1 (configuration not stated),0%,0%,5%,1.3%,7%,
Cc1ccc(OCC(=O)N(C)C2CCCCC2)c([N+](=O)[O-])n1,-9%,x,-8%,1.6%,-15%,
CO/N=C/NC(=O)c1c(OC)ccnc1Oc1ccccc1,1%,1%,2%,i,2%,
Cn1nnnc1SCc1ccc(CSc2nnnn2C)cc1,11%,-3%,3%,1.6%,0%,
CCOC(=O)C1CCN(CCCSc2ccc(Cl)cc2)CC1,i,-2%,1%,0.8%,-5%,
COC(=O)Cn1nc(-c2ccccc2)n(-c2ccccc2)c1=S,65%,-2%,-1%,i,8%,
O=C(COC(=O)c1cnccn1)NCc1ccc2c(c1)OCO2,7%,2%,10%,i,9%,
O=S(=O)(Cc1ccccc1)c1cnc2ccccc2n1,57%,-18%,21%,6.4%,-1%,inhibitors of VEEV 10K pilot screen=5.1
CCCc1cc(=O)[nH]c(SCC(=O)NC2CCCc3ccccc32)n1 (configuration not stated),28%,4%,19%,4.5%,-6%,
CC(=O)c1ccc(-c2ccccc2)cc1,-11%,-3%,4%,i,8%,
Cc1ccc(Cn2nnnc2CN2CCC(NC(=O)c3ccc(Br)cc3)CC2)cc1,12%,5%,3%,0.8%,-3%,
C=C(CO)CC1CC(O)[C@]2(C)OC3CC4OC5C[C@]6(C)O[C@]7(C)CCC8OC9C[C@]%10(C)OC%11C(C)=CC(=O)OC%11CC%10OC9C[C@@H](C)C8OC7CC6O[C@]5(C)C/C=C\C4OC3CC2O1 (some centres not stated),32%,-1%,-5%,0.0%,8%,
O=C(CSc1nnc(-c2ccc3c(c2)OCO3)o1)Nc1c(F)cccc1F,0%,x,-7%,2.6%,-6%,
Cc1cc(C)n2nc(SCC(=O)N3CCCC3)nc2n1,-6%,x,4%,0.4%,2%,
CCC(C)N(C(=O)COC(=O)c1ccccc1SCC(=O)N1CCCC1)C1CCS(=O)(=O)C1 (configuration not stated),-1%,-2%,-8%,4.5%,7%,
COc1ccc(CCn2c(-c3ccco3)nc3ccccc3c2=O)cc1OC,15%,-3%,-11%,25%,-7%,
COc1ccc(NC(C)=O)cc1S(=O)(=O)Nc1ccc(S(=O)(=O)N2CCCCC2)cc1,6%,x,-10%,0.5%,-2%,
O=C(OCC(=O)N1CCN(S(=O)(=O)c2ccccc2)CC1)C1CCC1,4%,x,-1%,1.0%,-8%,
O=C(Cc1ccc(-n2c(=O)[nH]c3ccsc3c2=O)cc1)NCc1cccnc1,1%,2%,-1%,i,-3%,
COc1ccc(CC(=O)N2CCN(C(=O)c3ccco3)CC2)cc1,41%,-3%,-13%,0.3%,4%,
COc1cccc(NC(=O)COC(=O)/C=C/c2ccco2)c1,56%,x,13%,6.0%,-9%,
Cc1nnc(SCC(=O)Nc2ccc3c(c2)OCCO3)n1CC1CCCO1 (configuration not stated),-7%,-20%,-8%,0.8%,27%,
Cn1c(=O)c2c(ncn2CC(=O)NC[C@H]2O[C@@H](n3cnc4c(N)ncnc43)[C@H](O)[C@@H]2O)n(C)c1=O,x,x,x,i,-12%,
CC1CN(S(=O)(=O)c2cccs2)CC(C)O1 (configuration not stated),9%,4%,11%,0.3%,-6%,
O=C(CNC(=O)c1ccccc1)N/N=C/c1cc(Br)ccc1O,x,1%,-3%,11%,-1%,
COCCCNC(=O)CCn1c(=O)c2ccccc2n(CC(=O)NCCC2=CCCCC2)c1=O,-4%,8%,-1%,i,-7%,
Cc1c(C(=O)N2CCCCC2)c(S(=O)(=O)NCc2ccc(F)cc2)c(C)n1C,-3%,-3%,-2%,0.8%,4%,
CCCCCCCN1C(Nc2ccccc2)=NC[C@@H]1Cc1ccccc1,u,4%,u,i,-5%,
CCOC(=O)N1CCc2c(sc3c2c(=O)n(Cc2ccccc2)c(=O)n3Cc2ccccc2F)C1,29%,-10%,-7%,5.3%,1%,
N=C(c1ccc([N+](=O)[O-])cc1)N1CCCCCC1,-12%,2%,-2%,0.4%,-7%,
CCC(C(=O)Nc1sc(C(N)=O)c(C)c1C(=O)OC)c1ccccc1 (configuration not stated),29%,0%,4%,4.3%,3%,
Cc1nnc(SCC(=O)NNC(=O)c2ccccc2)n1-c1ccccc1,-9%,-2%,7%,0.3%,1%,
CCSc1ccc([C@@H]2[C@@H]3C(=O)N(C)C(=O)[C@@H]3[C@]3(C(=O)OC)CCCCN23)cc1,-2%,14%,4%,0.5%,15%,
O=C1CC(=O)CC(c2ccco2)C1,42%,24%,3%,0.4%,2%,
Cc1ccc(NC(=O)CSc2ncc(S(=O)(=O)c3ccccc3)c(=O)[nH]2)cc1C,-9%,-5%,-12%,1.0%,1%,
CC(NC(=O)CCCc1ccccc1)c1ccncc1 (configuration not stated),5%,-4%,-7%,0.5%,-4%,
CCc1nc2ccccc2c(C(=O)OCC(=O)Nc2ccc(S(=O)(=O)N3CCOCC3)cc2)c1C,x,7%,-6%,i,10%,inhibitors of VEEV 10K pilot screen=3.9
C=CCNc1oc(-c2cccc(Cl)c2)nc1C#N,34%,x,66%,9.3%,-2%,
COc1cccc(/C=C(/C#N)c2ccc(F)cc2)c1OCc1cccc(C(=O)O)c1,40%,-9%,3%,3.5%,-4%,
Cc1ccc(OCC(=O)N/N=C/c2cc([N+](=O)[O-])ccc2N2CCCCC2)cc1,-13%,-2%,-3%,1.7%,10%,
CCOc1ccccc1Cn1c(=O)oc2ccc(C)cc21,14%,2%,4%,2.7%,-8%,
COc1ccc(-c2nnc(SCC(=O)NC(C)c3ccccc3)o2)cc1 (configuration not stated),65%,-17%,1%,0.5%,4%,
CCCC(=O)Nc1ccc(C(=O)NCCc2ccc(F)cc2)cc1,-8%,-4%,6%,1.4%,-2%,
COc1ccc2nc(SCC(=O)Nc3ccc(S(=O)(=O)N4CCCC4)cc3)c(C#N)cc2c1,47%,8%,50%,2.0%,-4%,
CCSc1nnc(NC(=O)c2cc(-c3ccccc3O)n[nH]2)s1,-15%,5%,2%,1.2%,13%,
COC(=O)c1ccccc1NCCO,-7%,-4%,0%,0.8%,-20%,
COc1ccc(C2=NN3C(=O)c4c(ccc(OC)c4OC)C3C2)cc1 (configuration not stated),53%,30%,7%,4.1%,-1%,
COc1cc2cc(CCOC(=O)c3ccco3)oc(=O)c2cc1OC,7%,x,-5%,0.3%,-7%,
C/C(CC(=O)Nc1c(C)cc(C)cc1C)=N\NC(=O)OC(C)(C)C,-4%,2%,-23%,2.7%,-4%,
C/C(Cn1cnc([N+](=O)[O-])n1)=N\NC(=O)c1ccc(F)cc1,19%,2%,-6%,4.5%,-6%,
Cc1cccc(C)c1NC(=O)CN(C)C(=O)C1CCN(c2ncnc3sc(C)c(C)c23)CC1,36%,13%,-5%,12%,-14%,
CN1CCN(C(=O)C2=C[C@H](c3ccc(Br)cc3)C[C@H](OCCCCO)O2)CC1,2%,6%,4%,0.8%,-4%,
COc1ccc(NC(=O)Cn2nnc(C(=O)NCc3cccs3)c2N)c(OC)c1,-12%,-14%,1%,i,5%,
O=C(O)c1cc(N/N=C/C=C/c2ccccc2[N+](=O)[O-])ccc1Cl,32%,9%,3%,0.6%,12%,
Cc1cnn(-c2cc(N/N=C/c3ccc(F)cc3)ncn2)c1,11%,-18%,-4%,1.3%,6%,inhibitors of VEEV 10K pilot screen=0.2
COc1ccccc1NC(=S)NC(=O)/C=C/c1cccs1,75%,3%,-4%,i,9%,

# (cont.)
SMILES,M. tuberculosis,PhoP GFP inhibition,H37Rv inhibition,inhibitors of VEEV,H1N1 NS1A inhibition,others
CCCN(Cc1cc2ccc(C)cc2[nH]c1=O)C(=O)c1cccnc1,4%,-3%,-5%,0.9%,2%,
COc1ccc(C(CC(=O)Nc2cc(C)ccn2)N2Cc3ccccc3C2=O)cc1 (configuration not stated),5%,3%,16%,i,-25%,
COc1ccc(/C=N/NC(=O)c2ccc3c(c2)OCCO3)c(OC)c1,32%,0%,5%,0.4%,22%,
O=C(Nc1ccc(Cl)cc1)c1cc2c(cc1O)[nH]c1ccccc12,u,3%,u,22%,-2%,
CCOC(=O)N1c2ccccc2C=CC1OCC (configuration not stated),22%,-7%,8%,x,x,
COc1ccc(OC)c2[nH]c(=O)c(CCNC(=O)C(=O)c3c[nH]c4ccccc34)cc12,4%,-1%,3%,11%,1%,
Cc1ccc2c(c1)C1CN(C)CCC1N2C(=O)Nc1cccc(C(F)(F)F)c1 (configuration not stated),54%,9%,-3%,49%,9%,
O=S(=O)(CC(CN1CCCCC1)N1CCCCC1)c1ccccc1 (configuration not stated),77%,-8%,5%,u,13%,
O=C1NN(c2cccc(Br)c2)C(=O)/C1=C\c1ccc(N2CCOCC2)cc1,-8%,4%,-5%,i,4%,
O=c1c(Cl)cc(Cl)nn1-c1ccccc1,u,8%,63%,0.8%,3%,
Cc1cc(C)n2nc(SCc3nnc(-c4ccccc4Br)o3)nc2n1,1%,0%,-2%,1.5%,-5%,
Cc1ccc(Cn2nnc3c(=O)n(Cc4cccc(C)c4)cnc32)cc1,39%,-1%,2%,0.5%,8%,
O=C(Nc1ccnc(-c2cccnc2)n1)c1ccccc1Cl,2%,-5%,2%,7.8%,-6%,
O=C(Nc1ccccc1)N1CCC(C(=O)N2CCN(S(=O)(=O)c3cccc(F)c3)CC2)CC1,12%,23%,5%,0.5%,-18%,
CCc1ccc(C(=O)NNC(=O)CCN2CCN(Cc3ccccc3)CC2)cc1,-4%,-4%,0%,1.5%,-5%,

# In the list so far, these have a cyano group.
SMILES,M. tuberculosis,PhoP GFP inhibition,H37Rv inhibition,inhibitors of VEEV,H1N1 NS1A inhibition,others
COc1cc(C#N)ccc1OC(=O)c1cccc(S(=O)(=O)N2CCN(C)CC2)c1,5%,1%,9%,2.0%,6%,
C=CCNc1oc(-c2cccc(Cl)c2)nc1C#N,34%,x,66%,9.3%,-2%,
COc1cccc(/C=C(/C#N)c2ccc(F)cc2)c1OCc1cccc(C(=O)O)c1,40%,-9%,3%,3.5%,-4%,
COc1ccc2nc(SCC(=O)Nc3ccc(S(=O)(=O)N4CCCC4)cc3)c(C#N)cc2c1,47%,8%,50%,2.0%,-4%,

# Carrying on:
SMILES,M. tuberculosis,PhoP GFP inhibition,H37Rv inhibition,inhibitors of VEEV,H1N1 NS1A inhibition,others
O=C1CCCC2=C1C(c1ccncc1)Nc1ccccc1N2 (configuration not stated),-11%,24%,0%,3.4%,0%,
COc1cccc(/C=N\NC(C)=O)c1OC/C=C/c1ccccc1,62%,-4%,2%,7.3%,-6%,
CSCC(=O)N1CCCC(CO)(CCCc2ccccc2)C1 (configuration not stated),30%,-7%,-3%,i,-7%,
O=C(Nc1cc(Cl)ccc1F)c1ccc(-n2cncn2)c([N+](=O)[O-])c1,-7%,4%,3%,8.4%,-4%,
COc1ccc(C(=O)NCCCOc2cccnc2)cc1OC1CCN(C(C)=O)CC1,-1%,2%,-1%,1.5%,-5%,
O=C(CCc1ccccc1)N[C@@H]1c2ccccc2CC[C@@H]1OCc1ccccc1,x,x,x,1.4%,-1%,
CC(=O)OCc1c(F)c(F)c(-n2nc(C)cc2C)c(F)c1F,-6%,-9%,-5%,0.2%,7%,
O=C(CSc1nnc(-c2ccc(Cl)cc2)n1-c1ccccc1)N/N=C/c1ccccc1C(=O)O,1%,-9%,2%,2.6%,-7%,
CC1CCCC(C)N1C(=O)COC(=O)c1ccc(F)c(S(=O)(=O)N2CCOCC2)c1 (configuration not stated),-4%,-7%,-4%,0.5%,-2%,
Cc1ccc(NC(=O)C2CC(=O)N(C(C)C)C2)cc1C (configuration not stated),-18%,-5%,-3%,0.2%,21%,

# 3 entries out of the list, arranged by heavy-atom count, falling:
SMILES,M. tuberculosis,PhoP GFP inhibition,H37Rv inhibition,inhibitors of VEEV,H1N1 NS1A inhibition,others
COc1ccc(C(=O)NCCCOc2cccnc2)cc1OC1CCN(C(C)=O)CC1,-1%,2%,-1%,1.5%,-5%,
CSCC(=O)N1CCCC(CO)(CCCc2ccccc2)C1 (configuration not stated),30%,-7%,-3%,i,-7%,
Cc1ccc(NC(=O)C2CC(=O)N(C(C)C)C2)cc1C (configuration not stated),-18%,-5%,-3%,0.2%,21%,

# Screening results as filed in PubChem.
